OX1R antag-1 = OX1R (HCRTR1) antagonists, primary screen, fluorescence, CHO/OX1R cells, Fluo-8 calcium, orexin A; Fluo-8 calcium fluorescence; inhibition, % at 5 µM; AID 434989, 2010; Orexin/Hypocretin receptor type 1 (Homo sapiens), O43613; 330,000 tested, 0.43% active;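 active = inhibition above its plate's threshold, mean inhibition of all tested compounds on the plate plus 3 SD, cut at about 37% in these data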;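 also: 0% = orexin A challenge wells and 100% = SB-334867-A antagonist wells; not every result past the cut was called active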
Target sequence (O43613 whole entry, looked up): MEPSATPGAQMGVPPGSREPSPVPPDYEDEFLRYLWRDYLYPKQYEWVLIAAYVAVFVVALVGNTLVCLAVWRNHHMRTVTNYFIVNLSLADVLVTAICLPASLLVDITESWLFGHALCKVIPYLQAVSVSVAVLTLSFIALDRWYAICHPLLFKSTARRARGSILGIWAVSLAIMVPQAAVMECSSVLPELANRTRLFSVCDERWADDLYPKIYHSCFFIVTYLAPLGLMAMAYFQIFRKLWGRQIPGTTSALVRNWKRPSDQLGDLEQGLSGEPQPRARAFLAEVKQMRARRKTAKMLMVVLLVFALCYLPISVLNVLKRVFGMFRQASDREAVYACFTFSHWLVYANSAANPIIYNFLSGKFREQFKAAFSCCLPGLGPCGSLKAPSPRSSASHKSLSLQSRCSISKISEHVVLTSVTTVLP
OX1R antag-2 = antagonists of human orexin 1 receptor (OX1R). OX1R-expressing cells, FRET antagonist read-out. AID 485270, 2010. 330,000 tested, 1.8% active. Orexin/Hypocretin receptor type 1 (Homo sapiens), O43613. inhibition, % at 6.6 µM; in the data active = inhibition mostly above about 38%, no sharp cut-off; inactive = mostly below about 40%;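 also: 0% = agonist challenge alone and 100% = reference antagonist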
CHT allo act = CHT positive allosteric modulators, primary screen, cell-based, membrane potential dye, choline EC20; High affinity choline transporter 1 (Homo sapiens), Q9GZV3; CHT-expressing cells; active compounds read high; LV-AA mutant CHT in HEK293 cells; B-score at 10 µM; 310,000 tested, 0.49% active;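 active = initial fluorescence not abnormally high and integrated response B-score, plate-corrected, over 3 SD above library mean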
Target sequence (Q9GZV3 whole entry, looked up): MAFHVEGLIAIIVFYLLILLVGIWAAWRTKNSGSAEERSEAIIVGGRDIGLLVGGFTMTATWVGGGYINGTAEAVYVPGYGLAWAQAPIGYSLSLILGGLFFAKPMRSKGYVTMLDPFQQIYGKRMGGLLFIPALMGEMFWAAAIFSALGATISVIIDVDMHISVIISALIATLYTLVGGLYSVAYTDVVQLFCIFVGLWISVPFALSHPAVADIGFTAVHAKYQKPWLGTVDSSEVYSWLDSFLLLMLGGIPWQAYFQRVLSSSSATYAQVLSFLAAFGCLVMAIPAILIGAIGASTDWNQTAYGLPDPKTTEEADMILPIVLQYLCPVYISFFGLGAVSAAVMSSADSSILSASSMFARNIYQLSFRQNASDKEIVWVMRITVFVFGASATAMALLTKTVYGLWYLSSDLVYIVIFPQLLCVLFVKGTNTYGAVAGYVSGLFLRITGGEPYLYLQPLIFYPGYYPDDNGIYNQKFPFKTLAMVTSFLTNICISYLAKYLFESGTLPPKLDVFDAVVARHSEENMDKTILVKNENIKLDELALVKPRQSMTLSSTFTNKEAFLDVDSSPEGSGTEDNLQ
Active calls of the source: *; i = inactive; . = no result given.

SMILES	OX1R antag-1	OX1R antag-2	CHT allo act
COC(=O)c1ccc(Cn2nnc3c(=O)[nH]c(C4CCCN(S(=O)(=O)c5ccccc5)C4)nc32)cc1 (centres undefined)	-30	9	i
CC1CC(OC(=O)CN2CCCCC2)CC(C)(C)C1 (centres undefined)	-3	12	i
CN(Cc1ccccc1NS(=O)(=O)c1ccc(Cl)cc1)C1CCCCC1	-18	12	i
C/C(N)=C(/C#N)C(=O)COC(=O)c1ccc(NC(N)=O)cc1	-9	9	i
O=C(NC1CCCCC1)C(c1ccc(Cl)cc1)N1CCC2(CC1)OCCO2 (centres undefined)	-2	4	i
COCCOC(=O)C1=C(C)NC(=O)NC1c1cccs1 (centres undefined)	-7	-5	i
C=CCn1cnnc1SCC(=O)N(C1CCCCC1)C1CCS(=O)(=O)C1 (centres undefined)	-1	0	.
CCOC(=O)CCSc1n[nH]c(=S)s1	-7	5	i
CCn1c(SCC(=O)NC2CCCC2)nnc1-c1ccco1	-1	20	i
CC1CCCCC1NC(=O)Cn1[nH]c(=O)c2ccccc2c1=O (centres undefined)	-8	8	i
Cc1ccc2nc(NC(=O)CN3C(=O)C4CC=CCC4C3=O)sc2c1 (centres undefined)	-24	12	i
O=C(N/N=C/c1ccc(N2CCOCC2)cc1)c1ccccc1OCCOc1ccccc1	-18	24	i
COc1cc(NC(=O)c2ccc(NC3=NC4CS(=O)(=O)CC4S3)cc2)cc(OC)c1 (centres undefined)	-4	5	i
O=C(CCn1ccc([N+](=O)[O-])n1)NC1CCCCCC1	-17	15	i
CCCSc1nnc(CSc2nc3nc(C)cc(C)n3n2)o1	8	4	i
Cc1cc(C)nc(N/C(=N\S(=O)(=O)Cc2ccccc2)Nc2cccc(Cl)c2C)n1	-8	3	i
O=[N+]([O-])c1cc([N+](=O)[O-])c2n[nH]c(-c3ccccc3)c2c1	0	19	i
COc1ccc(NC(=S)Nc2cc(S(=O)(=O)N3CCCCC3)ccc2OC)cc1	-22	1	i
O=C(COC(=O)C1Cc2ccccc2CN1C(=O)c1ccccc1Cl)Nc1ccc(N2CCOCC2)cc1 (centres undefined)	-18	35	i
C=CCN(C)NC(=O)Nc1ccccc1	-2	6	i
Cc1cccc(-c2nnc(SCC(=O)Nc3cccc(C(=O)N4CCOCC4)c3)n2C)c1	-22	15	i
COc1ccc(C(=O)COC(=O)/C=C/c2ccccc2[N+](=O)[O-])cc1	-24	19	.
COc1ccc(CNc2nc3ccccc3n2C)c(OC)c1	-20	22	i
CS(=O)(=O)Nc1ccc(C(=O)NCc2ccccn2)cc1	9	4	i
COc1cccc(NC(=S)N(Cc2ccc(C(=O)O)cc2)Cc2ccc(OC)c(OC)c2)c1	-12	12	i

Of the compounds above, these contain an aryl thioether with sulfur outside any ring.
SMILES	OX1R antag-1	OX1R antag-2	CHT allo act
C=CCn1cnnc1SCC(=O)N(C1CCCCC1)C1CCS(=O)(=O)C1 (centres undefined)	-1	0	.
CCOC(=O)CCSc1n[nH]c(=S)s1	-7	5	i
CCn1c(SCC(=O)NC2CCCC2)nnc1-c1ccco1	-1	20	i
CCCSc1nnc(CSc2nc3nc(C)cc(C)n3n2)o1	8	4	i
Cc1cccc(-c2nnc(SCC(=O)Nc3cccc(C(=O)N4CCOCC4)c3)n2C)c1	-22	15	i

More entries follow:
SMILES	OX1R antag-1	OX1R antag-2	CHT allo act
COc1ccc(C(=O)N2CCCC(C(N)=O)C2)cc1S(=O)(=O)N1CCOCC1 (centres undefined)	-2	-3	.
Cc1ccc(N2C(=O)c3ccccc3C2(O)c2ncc[nH]2)cc1 (centres undefined)	7	25	i
CCOc1ccc(CCNC(=O)c2cccc(S(=O)(=O)N3CCOCC3)c2)cc1OCC	-24	14	i
O=C(CSC1=NCCS1)NC1CCCC1	4	8	i
O=C(CCC(=O)OCC(F)(F)C(F)F)Nc1ccc(Cl)cc1	-11	8	i
N#Cc1cccc(NC(=O)CSc2cccc[n+]2[O-])c1	9	9	.
Cc1cccc(C2(c3cccc(C)c3)CC2C(=O)NCC2CCCO2)c1 (centres undefined)	-17	2	i
CC(=O)c1c(C)nc(-c2ccc(Cl)cc2)nc1N	-17	10	i
Cc1ccc(NC(=O)CNC(=O)c2ccco2)nc1	4	12	i
COc1ccc(NC(=O)CSc2nnc3ccc(-c4ccccn4)nn23)cc1OC	1	6	i
Cn1ccnc1C(O)c1cccc(OCc2ccccc2)c1 (centres undefined)	-22	-10	i
O=C(CCN1C(=O)/C(=C/c2cccs2)SC1=S)Nc1ccccn1	-15	23	i
O=C(CC1Nc2ccccc2NC1=O)Nc1cc(Cl)cc(Cl)c1 (centres undefined)	-14	4	i
CC(=O)OC1CSc2nc3ccccc3n2C1 (centres undefined)	-17	8	i
Cc1ccc(N2CC(C(=O)Nc3nnc(SCC(=O)NCC4CCCO4)s3)CC2=O)cc1 (centres undefined)	-16	35	i
COc1ccc(C2N(c3cc(Cl)ccc3OC)C(=O)C3CCCN32)cc1OC (centres undefined)	-21	12	i
CC(=O)c1c(C)[nH]c(C(=O)NCCCN2CCCC2)c1C	-9	13	i
O=C(NNC(=O)C1CCCN(c2ncccn2)C1)c1ccc(F)cc1 (centres undefined)	-2	13	i
Cc1ccc(C(=O)CSc2nnc(CNc3ccc(C)cc3C)n2Cc2ccco2)cc1	9	30	i
COC(=O)C(Nc1nccs1)(OC)C(F)(F)F (centres undefined)	-7	4	i
N#Cc1ccc(Cl)cc1NC(=O)COC(=O)c1cccc(S(=O)(=O)N2CCOCC2)c1	-10	-2	.
COCCNC(=O)C(=O)N/N=C/c1ccc(C(=O)OC)cc1	0	19	i
O=C(CSc1ncccc1C(=O)O)NC12CC3CC(CC(C3)C1)C2	-13	32	i
COc1ccc(C2OC(=O)c3ccccc3S2)cc1 (centres undefined)	-1	7	i
COc1cc(OC)c(OC)cc1CN1CCCC(C(=O)c2sccc2C)C1 (centres undefined)	-27	18	i

Given with two lines to a compound: part of the list above.
Values run as follows: OX1R antag-1, OX1R antag-2, CHT allo act
O=C(CSC1=NCCS1)NC1CCCC1
    4, 8, i
COC(=O)C(Nc1nccs1)(OC)C(F)(F)F (centres undefined)
    -7, 4, i

Later entries.
SMILES	OX1R antag-1	OX1R antag-2	CHT allo act
COc1ccc(S(=O)(=O)Nc2ccc(F)c(F)c2)cc1C(=O)N1CCOCC1	-20	22	i
Cc1ccc(O)c(NC(=O)CCCC(=O)O)c1	-11	6	i
CC(NC(=O)CN(C)CC(=O)Nc1ccc(F)c(F)c1F)c1ccccc1 (centres undefined)	-21	2	i
CCC(C)NC(=O)c1ccc(CSCc2cccc(F)c2)o1 (centres undefined)	-6	25	i
Cc1ccccc1-c1nc2ccccc2c(=O)n1C1CCS(=O)(=O)C1 (centres undefined)	-6	28	i
Cc1ccc(-c2nnc(SCC(=O)N/N=C/c3c(C)nn(-c4ccccc4)c3C)n2-c2ccc(C)cc2)cc1	-48	5	i
Cc1cc(C)cc(NC(=O)CSc2nc3c(c(=O)n2C)SC(C)C3)c1 (centres undefined)	-28	13	i
Cc1ccc(S(=O)(=O)Nc2cccnc2)cc1	-4	0	i
CCOC(=O)c1ccc2c(c1)N(Cc1ccccc1C)C(=O)c1ccccc1S2=O (centres undefined)	-7	19	i
CCOc1ccc2nc(C)cc(Nc3ccc4c(c3)OCCO4)c2c1	-21	15	i
S=C(Nc1ccc(Oc2ccc(NC(=S)NC3CCCCC3)cc2)cc1)NC1CCCCC1	0	13	i
COc1ccc(CN2C(=O)c3ccccc3C2C(=O)NCC2CCCO2)c(OC)c1 (centres undefined)	-24	1	i
CCOC(=O)C1CCN(c2nc(-c3ccccc3)nc3c2oc2ccccc23)CC1	-31	19	i
Cc1c(C(=O)Nc2ccc3c(c2)OCCO3)sc2ncnc(N3CCCCC3C)c12 (centres undefined)	1	28	i
N=c1c2c3c(sc2ncn1N)CCC3	-8	7	i
CCNC(=S)N(CCN(CC)CC)Cc1cc2cc3c(cc2[nH]c1=O)OCCO3	-9	12	i
CCc1ccc(Nc2n[n+](-c3ccccc3)c(/C=C/c3ccccc3)s2)cc1	-25	23	i
C=CCc1ccccc1OCC(O)CN1CCOCC1 (centres undefined)	-10	29	i
Cc1ccc(C2/C(=C(/O)c3cnn(-c4ccccc4)c3C)C(=O)C(=O)N2CCN2CCOCC2)o1 (centres undefined)	-14	21	i
CC(=O)NC(CC(=O)NC1CCCc2ccccc21)c1ccccc1 (centres undefined)	-17	24	i
C/C(=N\NC(=O)Cn1ccc(C(F)(F)F)n1)c1ccc2c(c1)OCO2	-7	7	i
CCC(=O)N1CCN(c2ccc(NC(=O)c3ccc(N4CCOCC4)c([N+](=O)[O-])c3)cc2)CC1	-19	26	i
Cc1cc(S(=O)(=O)NCC(c2ccc3c(c2)OCO3)N2CCOCC2)ccc1F (centres undefined)	-27	10	i
CC1CCN(C(=O)CCc2nnc3ccc(N4CCC5(CC4)OCCO5)nn23)CC1	-8	7	i
O=c1[nH]c(-c2ccccc2)ncc1Oc1ccccc1	-21	12	i

The last four records of the section before open the next one.
SMILES	OX1R antag-1	OX1R antag-2	CHT allo act
CCC(=O)N1CCN(c2ccc(NC(=O)c3ccc(N4CCOCC4)c([N+](=O)[O-])c3)cc2)CC1	-19	26	i
Cc1cc(S(=O)(=O)NCC(c2ccc3c(c2)OCO3)N2CCOCC2)ccc1F (centres undefined)	-27	10	i
CC1CCN(C(=O)CCc2nnc3ccc(N4CCC5(CC4)OCCO5)nn23)CC1	-8	7	i
O=c1[nH]c(-c2ccccc2)ncc1Oc1ccccc1	-21	12	i
CC(NC(=S)Nc1ccccc1Cl)C(c1ccccc1)N1CCOCC1 (centres undefined)	-22	28	i
O=C(CC(=O)c1ccccc1[N+](=O)[O-])c1ccccc1	-13	12	i
CCCCCSc1nnc(-c2ccccc2NC(C)=O)c(=O)[nH]1	4	30	i
CCC1(c2ccccc2)C(=O)N(C(=O)OC(C)(C)C)N1C(=O)OC(C)(C)C (centres undefined)	-26	27	i
COc1ccc(Cl)cc1NC(=O)C(C)OC(=O)c1ccc(NS(=O)(=O)c2ccc3[nH]c(=O)[nH]c3c2)cc1 (centres undefined)	-7	-3	i
COc1cc(S(=O)(=O)n2nc(C)cc2C)c(OC)cc1Cl	-14	4	i
CCCc1ccc(-c2cc(C(=O)NCCc3ccc(S(N)(=O)=O)cc3)c3ccccc3n2)cc1	-17	17	i
N/C(=N\OC(=O)Nc1ccccc1)c1ncc([N+](=O)[O-])s1	-14	127*	i
Cc1cc(-n2c(=S)sc3c(=O)n(-c4ccc(F)cc4)c(SCC(=O)O)nc32)ccc1Cl	0	-1	i
CC(C)c1onc(C(=O)N2CCCCCC2)c1[N+](=O)[O-]	0	13	i
COc1cc(OC)cc(-c2nnc(SCC(=O)N3CCCc4ccccc43)o2)c1	-20	36	i
CCC1(C)CC(CC(=O)O)(c2ccccc2OC)CCO1 (centres undefined)	-6	17	i
C=CCn1cccc(C(=O)Nc2cc(OC)c(OC)c(OC)c2)c1=O	-15	20	i
O=C(NNC(=O)c1cc2ccccc2cc1O)c1cccs1	11	-3	i
Cn1c(Cn2nnc3ccccc32)nnc1SCC(=O)N1CCc2ccccc21	-26	10	i
O=C(NCc1cccc(Cl)c1)C1CCC(=O)N(CCN2CCOCC2)C1 (centres undefined)	-20	12	i
COc1ccc(C)cc1N(CC(=O)N1CCOCC1)S(C)(=O)=O	1	7	i
Oc1ccc2oc3c(c2c1C=NCc1ccncc1)CCCC3	-23	8	i
CCOc1ccccc1NC(=O)CSc1nc2cc(O)ccc2c(=O)n1-c1ccc(OC)c(OC)c1	-12	0	i
O=C(NCC1CCCO1)c1nn2c(C(F)(F)F)cc(-c3ccc(Br)o3)nc2c1Br (centres undefined)	-13	7	i
CCOC(=O)c1c(C)[nH]c(C)c1C(=O)CSc1nnc(-c2ccncc2)n1C	-14	14	i
COc1ccc(C(C)=O)cc1COC(=O)c1cccc(N(C)C)c1	-19	18	i
Oc1cc2ccccc2cc1-c1n[nH]c(=S)n1Cc1ccco1	-16	10	i
C/C(Cc1ccccc1)=N\NC(=O)c1cc(C(C)(C)C)[nH]n1	-20	-2	i
COc1ccccc1N1CCN(C(=O)c2ccc3c(c2)CCN3S(=O)(=O)c2ccccc2)CC1	-19	2	i

Full records, quoted from the list:
Oc1ccc2oc3c(c2c1C=NCc1ccncc1)CCCC3 across the screens: OX1R antag-1: -23; OX1R antag-2: 8; CHT allo act: i
Cn1c(Cn2nnc3ccccc32)nnc1SCC(=O)N1CCc2ccccc21 across the screens: OX1R antag-1: -26; OX1R antag-2: 10; CHT allo act: i
C=CCn1cccc(C(=O)Nc2cc(OC)c(OC)c(OC)c2)c1=O across the screens: OX1R antag-1: -15; OX1R antag-2: 20; CHT allo act: i

Source: PubChem BioAssay (several laboratories)
